# GSK3B inh = inhibitors of human GSK3beta kinase. P49841. GST-GSK3beta kinase, ADP-Glo luminescence, 60 min; hits give low values. activity score (negative = inhibition), % at 10 µM. 300,000 tested, 0.038% active. AID 2097;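 active means more than half of replicate wells score below -50%, meaning over 50% inhibition versus plate controls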;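 further: 0% = median DMSO wells and -100% = median GW8510 positive control wells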
#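 Assay system: GST-tagged human GSK3beta kinase, cell-free; Input: 1.6 ng GSK3beta; Medium: Tris/MgCl2 kinase buffer; Timing: 60 min enzyme reaction, room temperature; Signal: ADP-Glo luminescence quantifying ADP generated by kinase; Evaluation: score relative to plate controls; Benchmarks: DMSO neutral wells and GW8510 at 20 µM as positive.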
# Dyrk1A ADPGlo = blocks rat Dyrk1A kinase activity. ADP-Glo luminescence, NFATc1 peptide. 310,000 tested, 0.43% active. inhibition, % at 12.5 µM. Q63470; in the data active means inhibition above about 50%;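 further: plate controls were vehicle with enzyme for no effect and no enzyme for full effect; many of its hits are not listed in these tables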
# GSK3 alpha inh = human GSK-3 alpha kinase inhibition; P49840; ADP-Glo luminescence, 60 min; inhibition, % at 10 µM; 320,000 tested, 0.1% active;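 in the data active means inhibition above about 50%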;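 further: GST-tagged GSK-3 alpha with peptide substrate and 25 µM ATP; 0% = DMSO neutral wells and 100% = GW8510 positive control wells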
# Target sequence (P49840 whole entry, looked up): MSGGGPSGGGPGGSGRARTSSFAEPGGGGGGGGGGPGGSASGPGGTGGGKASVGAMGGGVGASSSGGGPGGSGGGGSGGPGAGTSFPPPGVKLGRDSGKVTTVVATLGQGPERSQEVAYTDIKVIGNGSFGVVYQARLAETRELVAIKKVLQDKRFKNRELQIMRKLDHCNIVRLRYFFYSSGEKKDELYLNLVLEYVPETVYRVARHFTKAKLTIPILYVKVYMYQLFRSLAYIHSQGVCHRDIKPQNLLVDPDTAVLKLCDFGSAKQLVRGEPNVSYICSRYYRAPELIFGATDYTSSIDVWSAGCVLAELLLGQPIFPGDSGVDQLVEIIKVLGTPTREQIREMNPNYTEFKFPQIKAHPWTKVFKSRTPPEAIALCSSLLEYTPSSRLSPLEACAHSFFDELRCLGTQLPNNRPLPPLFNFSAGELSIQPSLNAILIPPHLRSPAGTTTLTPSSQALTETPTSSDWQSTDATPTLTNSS
# KCNK3 block = human KCNK3 channel inhibition, primary screen | B-score at 10 µM | CHO-KCNK3 thallium flux, FluxOR fluorescence; hits give low values | O14649 | AID 602410 | 340,000 tested, 0.84% active;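 active means B-score under library mean minus 4 SD, starting fluorescence ratio at most library mean plus 5 SD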;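 further: more negative B-score means stronger inhibition of thallium flux through KCNK3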
# PolyA inh = inhibitors of polyadenylation in S. cerevisiae | S. cerevisiae SKY197-pL101 polyadenylation reporter, beta-gal luminescence; efflux-impaired pdr1/pdr3 knockout yeast; score 100 = 6 SD above DMSO | calls only at 12 µM | 300,000 tested, 0.02% active;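 active means lowest replicate activity score at least 50, where 100 means six control SD above control mean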;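 further: yeast exposed to compound for 9 h at 30 °C; higher score means more reporter readthrough which indicates perturbed polyadenylation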
# * marks the source's active call; other numbers are inactive results; i = inactive; nt = no result given. Some of the compounds tested; rates above refer to the full screens.
nr | SMILES | GSK3B inh | Dyrk1A ADPGlo | GSK3 alpha inh
1 | O=C(c1ccco1)N1CCN(C(=O)C(Cc2ccccc2)NS(=O)(=O)c2cccs2)CC1 (stereo not given) | nt | 10.2 | -0.3
2 | C[C@H](CO)N1C[C@H](C)[C@@H](CN(C)Cc2ccc(-c3ccccc3)cc2)Oc2c(NS(=O)(=O)c3cn(C)cn3)cccc2C1=O | nt | -0.6 | -0.7
3 | COc1ccc(-c2cc3cc(OC)c(OC)cc3cn2)cc1 | nt | 8.6 | 0.2
4 | COC(=O)c1ccc(CNC(=O)Cn2cnc3c(SC)nc(N)nc32)cc1 | nt | 2.2 | 0.8
5 | CC(C)(C)c1ccc(S(=O)(=O)N2CCN(CC(O)COCC3CCCO3)CC2)cc1 (stereo not given) | nt | -5.3 | -1.9
6 | COc1ccc(-c2sc3ccc(N4CCOCC4)cc3c2C#CCCO)cc1 | nt | 1.1 | 1.0
7 | Cn1c(SCC(=O)Nc2sccc2C#N)nnc1C1CC1 | nt | 2.6 | -2.6
8 | COc1cc(C(=O)NNC(=O)C2CCC2)cc(OC)c1OC | nt | 1.6 | -1.6

nr | KCNK3 block | PolyA inh
1 | i | nt
2 | i | nt
3 | i | nt
4 | i | nt
5 | i | nt
6 | i | nt
7 | i | nt
8 | i | nt

# More entries follow:
nr | SMILES | GSK3B inh | Dyrk1A ADPGlo | GSK3 alpha inh
9 | O=C(OCC(=O)c1ccc[nH]1)c1ccc([N+](=O)[O-])cc1 | nt | 7.3 | -0.9
10 | CCC(C)N(C(=O)COC(=O)CN=C1NS(=O)(=O)c2ccccc21)C1CCS(=O)(=O)C1 (stereo not given) | nt | 2.2 | 1.7
11 | NC(=O)c1nc[nH]c1C(=O)Nc1cccc(C(F)(F)F)c1 | nt | -2.4 | 0.8
12 | CCCCC(=O)Nc1ccc(C)c(S(=O)(=O)N2CCCCCC2)c1 | nt | -1.7 | -3.2
13 | COc1cc(OC)cc(-c2c(C#Cc3ccsc3)c3cc(-c4ccc(C(N)=O)cc4)ccc3n2C)c1 | nt | -0.8 | 2.9
14 | Cc1cc(C)n(CC(=O)NNC(=O)c2ccc(NC(=O)CC#N)cc2)n1 | nt | 1.3 | -2.1
15 | COc1cccc(NC(=O)CN(C)C(=O)c2cccc(S(=O)(=O)Nc3ccc(C)cc3)c2)c1 | nt | 0.7 | -17.6
16 | CSCCC1NC(=O)N(CC(=O)Nc2ccc3c(c2)OCCO3)C1=O (stereo not given) | nt | -0.6 | -28.0

nr | KCNK3 block | PolyA inh
9 | i | nt
10 | i | nt
11 | i | nt
12 | i | nt
13 | i | nt
14 | i | nt
15 | i | nt
16 | i | nt

# 2 entries picked at random from those above:
nr | SMILES | GSK3B inh | Dyrk1A ADPGlo | GSK3 alpha inh
9 | O=C(OCC(=O)c1ccc[nH]1)c1ccc([N+](=O)[O-])cc1 | nt | 7.3 | -0.9
12 | CCCCC(=O)Nc1ccc(C)c(S(=O)(=O)N2CCCCCC2)c1 | nt | -1.7 | -3.2

nr | KCNK3 block | PolyA inh
9 | i | nt
12 | i | nt

# Among those listed so far, these have an aryl methoxy group.
nr | SMILES | GSK3B inh | Dyrk1A ADPGlo | GSK3 alpha inh
3 | COc1ccc(-c2cc3cc(OC)c(OC)cc3cn2)cc1 | nt | 8.6 | 0.2
6 | COc1ccc(-c2sc3ccc(N4CCOCC4)cc3c2C#CCCO)cc1 | nt | 1.1 | 1.0
8 | COc1cc(C(=O)NNC(=O)C2CCC2)cc(OC)c1OC | nt | 1.6 | -1.6
13 | COc1cc(OC)cc(-c2c(C#Cc3ccsc3)c3cc(-c4ccc(C(N)=O)cc4)ccc3n2C)c1 | nt | -0.8 | 2.9
15 | COc1cccc(NC(=O)CN(C)C(=O)c2cccc(S(=O)(=O)Nc3ccc(C)cc3)c2)c1 | nt | 0.7 | -17.6

nr | KCNK3 block | PolyA inh
3 | i | nt
6 | i | nt
8 | i | nt
13 | i | nt
15 | i | nt

# (more compounds)
nr | SMILES | GSK3B inh | Dyrk1A ADPGlo | GSK3 alpha inh
17 | COC(=O)c1sc(S(=O)(=O)Nc2ccc(Br)cc2)c(C(=O)OC)c1C | nt | -4.5 | -6.3
18 | O=C(NCc1ccccc1CN1CCCC1)c1ccc(Cl)c(N2CCCC2=O)c1 | nt | 1.4 | -3.4
19 | CN1C(=O)N(CC(=O)Nc2nccs2)C(=O)C12CCCCC2 | nt | -5.4 | -0.9
20 | CCC1Nc2ncnc(N3CCCCC3)c2N(Cc2ccc(Cl)cc2)C1=O (stereo not given) | nt | 0.1 | 1.5
21 | CC1CCc2sc(C(=O)NCC(c3ccco3)N3CCCCC3)cc2C1 (stereo not given) | nt | -4.4 | 2.2
22 | CC1(c2cccc(Br)c2)NC(=O)N(CC(=O)Nc2ccc3c(c2)OCCO3)C1=O (stereo not given) | nt | -1.1 | -0.5
23 | CCCCn1c2c(c(=N)c3c1CCC3)CCC2 | nt | 5.1 | -1.8
24 | CN(C(=O)CSc1nnc(Cc2ccccc2F)n1N)C1CCCCC1 | nt | -1.8 | -1.9

nr | KCNK3 block | PolyA inh
17 | i | nt
18 | i | nt
19 | i | nt
20 | i | nt
21 | i | nt
22 | i | nt
23 | i | nt
24 | i | nt

# Entries above with bromine (2):
nr | SMILES | GSK3B inh | Dyrk1A ADPGlo | GSK3 alpha inh
17 | COC(=O)c1sc(S(=O)(=O)Nc2ccc(Br)cc2)c(C(=O)OC)c1C | nt | -4.5 | -6.3
22 | CC1(c2cccc(Br)c2)NC(=O)N(CC(=O)Nc2ccc3c(c2)OCCO3)C1=O (stereo not given) | nt | -1.1 | -0.5

nr | KCNK3 block | PolyA inh
17 | i | nt
22 | i | nt

# Continuation:
nr | SMILES | GSK3B inh | Dyrk1A ADPGlo | GSK3 alpha inh
25 | CC(C)(C)NC(=O)[C@]1(C)CCC[C@@]2(C)C3CC[C@@]4(C)C[C@]3(CCC21)CC4=O (stereo not given in full) | nt | 3.9 | 0.4
26 | Cc1cc(C)c2c(N)c(C(=O)Nc3ncc(C)s3)sc2n1 | nt | -0.9 | -0.4
27 | N#Cc1ccc(C(=O)OCCCc2cc3ccccc3c(=O)o2)cc1 | nt | 11.6 | 7.5
28 | COc1ccccc1NS(=O)(=O)c1cc(NC(=O)c2ccc(Cl)nc2)ccc1N1CCCC1 | nt | 7.4 | -4.1
29 | Cc1cccc2sc(NC(=O)CN(C)S(=O)(=O)c3cccs3)nc12 | -14.1 | 6.7 | nt
30 | COc1ccc(-c2cc(C(=O)n3cnc4ccccc43)c3ccccc3n2)cc1 | 1.2 | 6.4 | nt
31 | O=C1CCCc2ccccc2N1Cc1cccc(Cl)c1 | 1.8 | 0.4 | nt
32 | CC(=O)c1ccc(NC(=O)CSc2nnc(NC(=O)CN3CCOCC3)s2)cc1 | 2.1 | -11.5 | nt

nr | KCNK3 block | PolyA inh
25 | i | nt
26 | i | nt
27 | i | nt
28 | i | nt
29 | i | i
30 | i | i
31 | i | i
32 | i | i

# (listing goes on)
nr | SMILES | GSK3B inh | Dyrk1A ADPGlo | GSK3 alpha inh
33 | O=C(NCc1ccc2c(c1)OCO2)C1CCCN(S(=O)(=O)c2cccc3nonc23)C1 (stereo not given) | 0.3 | -0.7 | nt
34 | Cc1ccc(S(=O)(=O)c2nc(NC3CCS(=O)(=O)C3)sc2Cl)cc1 (stereo not given) | -6.2 | -3.7 | nt
35 | CN1C(=O)c2c(sc3c2CC(C)(C)SC3)N2CCN=C12 | 1.9 | -9.8 | nt
36 | Cc1cc(O)c(/C=N/Nc2cccc(Cl)c2)c(=O)o1 | 1.4 | -0.4 | nt
37 | COc1ccc(C(=O)O)cc1NS(=O)(=O)c1cccc2nsnc12 | 4.1 | 2.3 | nt
38 | COc1ccc(CN2CCn3ncc(C(=O)Nc4ccc(Cl)cc4Cl)c3C2=O)cc1 | 2.8 | 0.3 | nt
39 | Cc1c(C(=O)N2CCOCC2)sc2ncn(CC(=O)N3CCC(C)CC3)c(=O)c12 | 2.6 | 0.5 | nt
40 | CCN(CC)C(=O)CN(c1cc2c(cc1OC)oc1ccccc12)S(=O)(=O)c1ccccc1 | 3.3 | -3.5 | nt

nr | KCNK3 block | PolyA inh
33 | i | i
34 | i | i
35 | i | i
36 | i | i
37 | i | i
38 | i | i
39 | i | i
40 | i | i

# (listing goes on)
nr | SMILES | GSK3B inh | Dyrk1A ADPGlo | GSK3 alpha inh
41 | O=c1c2ccccc2cnn1-c1ccc(Cl)cc1 | 1.6 | -1.0 | nt
42 | COc1ccccc1NC(=O)c1[nH]c(C)c(C(C)=O)c1C | -3.2 | -1.9 | nt
43 | Cn1c(=O)c2ncn(CC(=O)NCCOc3ccc(C(C)(C)C)cc3)c2n(C)c1=O | 1.7 | -6.4 | nt
44 | O=C(CCn1c(=S)oc2ccccc21)Nc1ccc2c(c1)OCCO2 | 1.6 | 7.0 | nt

nr | KCNK3 block | PolyA inh
41 | i | i
42 | i | i
43 | i | i
44 | i | i
